TDP1 inh – blocks human tyrosyl-DNA phosphodiesterase 1; Q9NUW8; recombinant TDP1, AlphaScreen DNA substrate cleavage; Potency, µM (titrated, usually from 130 µM), inactives show at the highest dose activity change, negative = inhibition, hits mostly inhibitors; actives 0.28% (n = 350,000); AID 485290; further: nearly all actives have a fitted effect of over 40% in size
Target sequence (Q9NUW8 whole entry, looked up): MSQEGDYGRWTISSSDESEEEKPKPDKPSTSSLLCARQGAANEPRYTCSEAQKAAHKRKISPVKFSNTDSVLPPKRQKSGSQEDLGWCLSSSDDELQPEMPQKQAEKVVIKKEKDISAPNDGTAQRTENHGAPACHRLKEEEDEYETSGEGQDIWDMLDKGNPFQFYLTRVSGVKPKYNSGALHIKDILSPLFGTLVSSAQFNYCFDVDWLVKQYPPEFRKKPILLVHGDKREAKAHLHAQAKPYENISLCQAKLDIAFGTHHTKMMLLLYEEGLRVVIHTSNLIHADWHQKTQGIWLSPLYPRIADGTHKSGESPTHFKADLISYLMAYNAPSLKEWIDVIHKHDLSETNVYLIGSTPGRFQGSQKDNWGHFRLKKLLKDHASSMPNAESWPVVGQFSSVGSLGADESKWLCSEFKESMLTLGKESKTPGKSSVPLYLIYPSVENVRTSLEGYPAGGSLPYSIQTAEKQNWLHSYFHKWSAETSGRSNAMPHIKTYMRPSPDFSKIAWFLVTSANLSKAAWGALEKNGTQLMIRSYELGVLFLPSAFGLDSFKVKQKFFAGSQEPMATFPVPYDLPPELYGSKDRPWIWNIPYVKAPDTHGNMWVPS
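Compounds were preincubated with Tdp1 (1 nM final) for 15 min at room temperature before substrate (15 nM final) started a 5 min reaction; beads (10 ug/ml final) were then added for 10 min before AlphaScreen detection.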
N370S GC mod – inhibits or activates N370S mutant glucocerebrosidase | N370S GC spleen homogenate, 4MU-glucoside fluorescence | Potency, µM (top dose mostly 59.4 µM), for the others: at the highest dose activity change, negative = inhibition, usual class: inhibitors | actives 0.092% (n = 330,000);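 further: 0% = full enzyme activity and -100% = no enzyme basal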
FEN1 inh – blocks human flap endonuclease 1. P39748. Recombinant FEN1 flap cleavage, fluorescence, 15 min. Potency, µM (series often up to 114 µM), for the others: at the top dose activity change, negative = inhibition, usual class: inhibitors. actives 0.35% (n = 390,000); further: nearly all actives have a fitted effect of over 65% in size
Target sequence (P39748 whole entry, looked up): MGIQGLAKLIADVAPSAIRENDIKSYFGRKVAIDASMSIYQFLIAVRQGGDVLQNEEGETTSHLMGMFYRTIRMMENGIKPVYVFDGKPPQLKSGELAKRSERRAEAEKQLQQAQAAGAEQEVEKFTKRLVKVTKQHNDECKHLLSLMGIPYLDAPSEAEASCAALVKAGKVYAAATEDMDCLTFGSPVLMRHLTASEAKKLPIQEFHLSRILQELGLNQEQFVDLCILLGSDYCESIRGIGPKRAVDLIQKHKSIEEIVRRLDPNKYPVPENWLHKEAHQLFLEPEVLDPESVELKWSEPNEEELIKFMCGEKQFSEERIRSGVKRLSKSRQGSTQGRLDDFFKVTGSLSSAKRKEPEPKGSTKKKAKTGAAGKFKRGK
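Quantitative HTS format: each compound was titrated, incubated with 10 nM nuclease for 15 min at room temperature, then challenged with flap substrate at 50 nM final. Signal change over 15 min gave concentration–effect curves.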
* hit, by the source's call; ? = inconclusive; · = no result given; [ ] = dose if it differs, or a comment. The call rests on the fitted dose curve; in most records, active means well fitted curve in the direction sought with a large enough effect; inconclusive means small, poorly fitted or top-dose-only effect, or another doubt; inactive means no such curve, though single readings can be large; an effect the other way counts as inactive or inconclusive. Unless noted, on the % scale 0 is the no-effect control and ±100 the full control effect; potency means the concentration at half of the fitted maximal effect. Rows are unselected. Share with any hit: about 0.57%.

SMILES | TDP1 inh | N370S GC mod | FEN1 inh
CCOC(=O)C1=C(C)N=c2s/c(=C/c3cccc([N+](=O)[O-])c3O)c(=O)n2C1c1ccc(OC)cc1OC (stereo not given) | · | 7% | -35%
COC(=O)c1ccccc1NC(=O)N1CCN(c2ccccc2)CC1 | -2% | 9% | -8%
CC(=O)Nc1nonc1-c1nc2ccccc2n1Cc1ccccc1 | 8% | 6% | 4%
CC(C)c1ccc(NC(=O)N2CCN(S(=O)(=O)c3ccccc3)CC2)cc1 | 1% | ? | 1%
COCC(=O)N(Cc1cc2ccccc2[nH]c1=O)c1ccccc1OC | 4% | 1% | 0%
Cc1nc(-c2ccc(S(=O)(=O)NCc3ccccc3Cl)cc2)co1 | -9% | · | -3%
COc1ccc(C(=O)CSc2cc(C)nc(SCC(=O)c3ccc(C)cc3)n2)cc1 | -3% | 10% | -1%
Cc1cc(C(F)F)n2nc(C(=O)Nc3ccc(S(=O)(=O)N4CCCC4)cc3)nc2n1 | 5% | -4% | 4%
COc1cc2cc(CCOC(=O)c3ccc(F)cc3)oc(=O)c2cc1OC | 0% | · | 13%
COCC(=O)O | 4% | 7% | ·
CCOc1ccc(NC(=O)Cc2ccc(NC3=NC4CS(=O)(=O)CC4S3)cc2)cc1 (stereo not given) | · | -7% | -4%
CC(C)(C)n1nnnc1C(c1cccc(C#N)c1)N1CCN2CCCC2C1 (stereo not given) | 5% | -12% | -3%
CC1CCc2c(sc(NC(=O)c3ccccc3C(=O)O)c2C#N)C1 (stereo not given) | 5% | 16% | -10%
COCCN(CC(=O)Nc1ccccc1)S(=O)(=O)c1ccc(S(=O)(=O)N2CCCC2)cc1 | 7% | 3% | -6%
CCc1ccc[n+](-c2[nH]c(=O)sc2/C=N/N=C(\[O-])CCn2c3ccccc3c3ccccc32)c1 | 4% | -1% | -7%
CCCC[C@@H]1C=C(C(=O)O)[C@H](c2ccc(Cl)cc2)N1S(=O)(=O)c1ccc(C)cc1 | 5% | · | -7%
CN1CCN(c2nc3ccccc3nc2C(C#N)C(=O)OC2CCCCC2)CC1 (stereo not given) | 4% | 13% | -7%
Cc1cc(C(=O)COC(=O)c2ccc(Br)o2)c(C)n1Cc1ccco1 | -2% | 14% | ·
CN1C(=O)C(CC(=O)Nc2ccc(F)cc2)N(Cc2ccco2)C1=S (stereo not given) | -4% | -9% | -5%
Cc1nn(CC(=O)c2ccccc2Cl)c(C)c1[N+](=O)[O-] | 2% | 17% | -6%

Grouped by structure: the entries above containing a carbonyl joined to an NH by a bond outside any ring (8)
SMILES | TDP1 inh | N370S GC mod | FEN1 inh
COC(=O)c1ccccc1NC(=O)N1CCN(c2ccccc2)CC1 | -2% | 9% | -8%
CC(=O)Nc1nonc1-c1nc2ccccc2n1Cc1ccccc1 | 8% | 6% | 4%
CC(C)c1ccc(NC(=O)N2CCN(S(=O)(=O)c3ccccc3)CC2)cc1 | 1% | ? | 1%
Cc1cc(C(F)F)n2nc(C(=O)Nc3ccc(S(=O)(=O)N4CCCC4)cc3)nc2n1 | 5% | -4% | 4%
CCOc1ccc(NC(=O)Cc2ccc(NC3=NC4CS(=O)(=O)CC4S3)cc2)cc1 (stereo not given) | · | -7% | -4%
CC1CCc2c(sc(NC(=O)c3ccccc3C(=O)O)c2C#N)C1 (stereo not given) | 5% | 16% | -10%
COCCN(CC(=O)Nc1ccccc1)S(=O)(=O)c1ccc(S(=O)(=O)N2CCCC2)cc1 | 7% | 3% | -6%
CN1C(=O)C(CC(=O)Nc2ccc(F)cc2)N(Cc2ccco2)C1=S (stereo not given) | -4% | -9% | -5%

(more compounds)
SMILES | TDP1 inh | N370S GC mod | FEN1 inh
C=Cc1ccc(CN2C(=O)N(c3ccc(C)c(C)c3)S(=O)(=O)c3ccccc32)cc1 | -1% | · | -9%
CCOc1ccc(N(CC(=O)Nc2cc(Cl)ccc2C)S(C)(=O)=O)cc1 | 3% | 0% | 10%
CN(C)C(=S)Nc1nc2ccccc2s1 | 7% | -23% | 2%
COc1ccc(OC)c(S(=O)(=O)NCCc2sc(-c3ccc(C)cc3)nc2C)c1 | 9% | · | -8%
Cc1ccc(N(CC(=O)NCc2ccccc2)S(=O)(=O)c2c(C)noc2C)cc1 | 11% | -2% | -2%
CCc1ccccc1NC(=O)Cn1c(-c2nonc2N)nc2ccccc21 | -2% | · | 20%
Cc1cccnc1NC(=O)C1CCN(S(=O)(=O)c2c(C)noc2/C=C/c2ccco2)CC1 | 0% | -6% | -5%
Cc1cc(-c2nc3ccccc3c(=O)o2)ccc1[N+](=O)[O-] | 1% | 3% | 14%
COc1cc(OC)c(OC)cc1/C=N/NC(=O)c1cc(-c2cccn2C)n[nH]1 | 8% | 7% | 3%
CCCCN(C(=O)CSc1n[nH]c(-c2ccc(C)cc2)n1)c1c(N)n(CCCC)c(=O)[nH]c1=O | · | -9% | 2%
CCN1C(=O)N(C)[C@@H](c2ccccc2)C(C(=O)OC)=C1C | 8%[12.3 µM] | 6%[12.8 µM] | 18%
O=C(NC1CCCC1)C(c1cc2c(cc1[N+](=O)[O-])OCO2)N1CCCC1 (stereo not given) | 1% | -21% | -4%
COc1ccc(N/C=C\C(=O)c2ccc(C)cc2)cc1OC | 6% | 7% | -8%
Cc1ccc(-n2c(N)c(Br)c(=O)[nH]c2=O)cc1C | 2% | -9% | -3%
COc1ccc(NC(=O)c2cccnc2N2CCCC2)cc1 | -5% | -4% | -6%
Cc1cccc(-c2nsc(SCC(=O)Nc3ccc4c(c3)OCO4)n2)c1 | 2% | ? | 1%
CCC(=O)N1CCCN(S(=O)(=O)c2ccc(C)cc2)C1c1ccc(OC)cc1 (stereo not given) | · | 1% | -14%
Cc1c(Cl)cccc1NC(=O)c1ccc2c(c1)CCCN2S(C)(=O)=O | 9% | · | 3%
CCN(C(=O)CSc1nc2ccccc2n1CC(=O)Nc1ccc(F)cc1F)c1ccccc1 | -1% | · | -11%
Cc1cccc(OC(C)C(=O)N2CCCN(C)CC2)c1C (stereo not given) | 3% | ? | 15%

The list goes on:
SMILES | TDP1 inh | N370S GC mod | FEN1 inh
COc1ccc2oc(=N)c(C(=O)Nc3ccc(Br)cc3)cc2c1 | · | 1% | 25%
Cc1ccc(Oc2ccc(Cl)cc2NC(=O)c2ccc(F)cc2F)cc1 | -4% | -4% | 3%
CCOC(=O)[C@H]1[C@H]2COc3ccc(OC)cc3[C@@H]2N2C(=O)c3ccccc3NC(=O)[C@@]12C | -3% | 1% | 3%
Cc1ccc(NS(=O)(=O)c2ccc(NC(=O)c3cccs3)cc2)cc1 | 8% | -4% | -1%
COc1ccccc1NC(=O)CN1CCN(CC(=O)Nc2cc(NC(C)=O)ccc2OC)CC1 | 4% | -27% | -1%
CCOc1ccccc1OCC(=O)Nc1nnc(COC)s1 | -1% | 6% | -3%
O=c1c2ccccc2c2c(O)nc(-c3ccccc3)n2n1Cc1ccccc1 | -2% | -9% | -5%
CCSc1nc2ccc(N3C(=O)C4C5C=CC(C5)C4C3=O)cc2s1 (stereo not given) | -2% | 2% | 11%
CC(C)OCCCNC(=O)CCCN1C(=O)CCn2nc(-c3cccn3C)cc21 | 3% | · | 14%
O=C(CN1CCN(S(=O)(=O)c2ccc(F)cc2)CC1)Nc1cccc(C(F)(F)F)c1 | 6% | 10% | -6%
CC1CCN(C(=O)Cn2nnnc2CN2CCOCC2)CC1 | 0% | -3% | -16%
Cc1csc2c(N3CCN(C(=S)Nc4ccc(C(F)(F)F)cc4)CC3)ncnc12 | 4% | -7% | -4%
CC(C)COC(=O)/C(C#N)=C/c1c[nH]c2ccccc12 | 3% | 17% | -7%
CCCCn1c(SCC(N)=O)nc2c(sc3ccccc32)c1=O | 0% | 7% | -6%
CCn1c(C)nc2cc(C(=O)N/N=C/c3ccc(OC)c(O)c3)ccc21 | 5% | 7% | -8%
O=C(CSc1nccc(=O)[nH]1)Nc1ccc(Br)c(Cl)c1 | 2% | 5% | 1%
Cc1ccc2nc(NC(=O)CCn3c(=O)sc4ccccc43)sc2c1 | 2% | 13% | -4%
COc1ccc(-c2cc(C(F)(F)F)nc(NCc3cccnc3)n2)cc1 | 3% | 2% | -21%
O=C(CN(C1CCCCC1)S(=O)(=O)c1ccc(Cl)cc1)N1CCOCC1 | 5% | -4% | -12%
O=C(CNC(=O)c1ccccc1)N/N=C/c1cc(Br)ccc1O | 3% | 3% | -5%

More compounds follow:
SMILES | TDP1 inh | N370S GC mod | FEN1 inh
Cc1[nH]nc(Nc2ccc(O)cc2)c1[N+](=O)[O-] | -3% | -3% | -3%
CCn1c(=O)c2ccccc2n2c(SCC(N)=O)nnc12 | 5% | 2% | 1%
O=C(N/N=C/c1ccccc1F)c1cccc(NC(=O)c2ccccc2Cl)c1 | 10% | -7% | 0%
CCC(C)(C(=O)Nc1ccc2c(c1)OCCO2)N(C(C)=O)c1ccc(C(N)=O)cc1 (stereo not given) | 4% | 1% | -3%
CC(C)(C)OC(=O)N1CCC(c2nnc(SCc3ccccc3)o2)CC1 | -6% | · | -4%
O=C1CCC(=O)N(O)CCCCCNC(=O)CCC(=O)N(O)CCCCNC(=O)CCC(=O)N(O)CCCCCN1 | · | -4% | -3%
C=C1CCN(C(C)C(=O)OCc2ccc(C)cc2)S(=O)(=O)c2ccccc21 (stereo not given) | -9% | 5% | -23%
CCC1(CC)N=C(c2ccccc2)C(=S)N1 | 1% | 14% | -6%
COc1cc2[nH]c(=O)n(CCCCCC(=O)N3CC=C(c4ccccc4)CC3)c(=O)c2cc1OC | 8% | 3% | -13%
Cc1ccccc1C(=O)Nc1ccccc1-c1nnn(CC(=O)Nc2ccc3c(c2)OCCO3)n1 | 3% | 1% | -4%
COC(=O)c1cc(OC)c(OC)cc1NC(=O)C(C)Sc1ccc(C)cc1 (stereo not given) | -4% | 25% | -21%
Cc1[nH]c2c(Cl)cccc2c(=O)c1CN1CCCC1 | 0% | 3% | -10%
CCC1C(=O)Nc2ccccc2N1C(=O)COc1ccccc1 (stereo not given) | 2% | 0% | 15%
NC(=O)c1nc[nH]c1C(=O)Nc1cccc(C(F)(F)F)c1 | -1% | · | 19%
COc1cccc(NC(=O)CNc2cc(S(=O)(=O)N3CCOCC3)ccc2N2CCCC2)c1 | 6% | · | -4%
CCCc1nnc(SCC(=O)N2CCCCC2C)n1CC1CCCO1 (stereo not given) | 4% | 0% | 5%
CCOC(=O)C1CCCN(Cc2cccs2)C1 (stereo not given) | -6% | 12% | -3%
COc1cccc(CNC(=O)CCc2nc3cc(S(=O)(=O)N4CCOCC4)ccc3n2C)c1 | · | -5% | -12%
COc1ccc(OCC(O)CNS(=O)(=O)c2ccc(C)cc2)cc1 (stereo not given) | -1% | -4% | -7%
CCOC(=O)C1=CN(Cc2ccco2)S(=O)(=O)N(C)C1CC (stereo not given) | 0%[56.1 µM] | · | 11%

Next section.
SMILES | TDP1 inh | N370S GC mod | FEN1 inh
Cc1cccc(OCC(=O)NCCNC(=O)c2ccccn2)c1 | -2%[0.0935 µM] | 7% | -11%
O=C(O)C(F)(F)S(=O)(=O)O | 4% | -1% | 1%
CN(Cc1ccccc1)CC(O)COc1ccc(CNCc2nccn2C)cc1 (stereo not given) | 9% | -1% | -3%
Nc1ccc(NC(=O)c2cc(Cl)ccc2O)c(Cl)c1 | 3% | · | -1%
CC(C)Cc1ccc(S(=O)(=O)Nc2cccnc2)cc1 | · | -5% | -6%
O=S(=O)(c1ccc(OCc2ccc(Br)cc2)cc1)N1CCOCC1 | 0% | · | -4%
COc1ccccc1/C=C\C(=O)NCC(=O)N/N=C/c1cccc(OC)c1O | ? | -6% | 9%
Cc1ccc(NC(=O)C2CCN(C(=O)c3ccc(F)cc3)CC2)nc1 | -12%[0.505 µM] | 0% | -2%
O=C(NCCC1=CCCCC1)C(c1ccccc1)c1ccccc1 | 3% | 2% | -5%
Cn1nnc(-c2ccc(OCc3ccccc3F)cc2)n1 | -1% | 5% | 4%
O=C(Nc1ccnn1C1CCN(CCCC2CCCC2)CC1)c1ccccc1Cl | 1% | -11% | 8%
Cc1nc2c(c(C)nn2-c2ccccc2)c(C)c1CCC(=O)Nc1ccc(CN2CCCC2)cc1 | 8% | -26% | 5%
Cc1ccc(C)n1NC(=O)c1ccc(Cl)cc1Cl | 7% | -9% | 33%
Cc1ccc(C)c(Cn2c(CO)nc3ccccc32)c1 | 1% | 5% | -6%
O=C(Oc1ccc2c(=O)c(Oc3ccc4ccccc4c3)coc2c1)c1cccnc1 | 2% | 6% | 14%
COc1ccc(OCC#CCNC(C)(C)C)cc1 | 3% | -6% | 4%
COc1ccc(S(=O)(=O)N(CCc2ccccc2)CC(=O)NCCCO)cc1 | 1% | -9% | -6%
O=C(/C=C/c1cn(CC(O)CN2CCCCCC2)c2ccccc12)c1ccccc1 (stereo not given) | 3% | · | ?
CN(Cc1ccccc1)C(=O)CSc1nnc(-c2cccc(Cl)c2)o1 | 1% | · | 8%

Screening results (PubChem BioAssay)
